TMEM16A inh – TMEM16A chloride channel inhibitors, primary screen, cell-based, HTS. normalized B-score (activity score, 25-100; higher = stronger inhibition) at 10 µM. HEK293 TMEM16A/YFP iodide influx fluorescence, ionomycin. 310,000 tested, 1.2% active. Anoctamin-1 (Mus musculus), Q8BHY3;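 active = ratio plate-corrected score three or more library SD toward inhibition, starting fluorescence score within five deviations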;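 also: score derived from kinetic fluorescence span divided by baseline fluorescence per well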
TRPC6 inhibitor – mouse TRPC6 channel inhibitors, primary screen, cell-based, HEK293, membrane potential dye; B-score at 10 µM; ACh-evoked depolarization; hits give low values; 310,000 tested, 1.1% active; Short transient receptor potential channel 6 (Mus musculus), Q61143; AID 2553, 2010;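 active = B-score under library mean minus 3 SD, initial fluorescence not abnormally high, positive integrated signal ratio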;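 also: B-score derived from integrated fluorescence ratio over the kinetic read; more negative B-score means stronger inhibition of depolarization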
Target sequence (Q61143 whole entry, looked up): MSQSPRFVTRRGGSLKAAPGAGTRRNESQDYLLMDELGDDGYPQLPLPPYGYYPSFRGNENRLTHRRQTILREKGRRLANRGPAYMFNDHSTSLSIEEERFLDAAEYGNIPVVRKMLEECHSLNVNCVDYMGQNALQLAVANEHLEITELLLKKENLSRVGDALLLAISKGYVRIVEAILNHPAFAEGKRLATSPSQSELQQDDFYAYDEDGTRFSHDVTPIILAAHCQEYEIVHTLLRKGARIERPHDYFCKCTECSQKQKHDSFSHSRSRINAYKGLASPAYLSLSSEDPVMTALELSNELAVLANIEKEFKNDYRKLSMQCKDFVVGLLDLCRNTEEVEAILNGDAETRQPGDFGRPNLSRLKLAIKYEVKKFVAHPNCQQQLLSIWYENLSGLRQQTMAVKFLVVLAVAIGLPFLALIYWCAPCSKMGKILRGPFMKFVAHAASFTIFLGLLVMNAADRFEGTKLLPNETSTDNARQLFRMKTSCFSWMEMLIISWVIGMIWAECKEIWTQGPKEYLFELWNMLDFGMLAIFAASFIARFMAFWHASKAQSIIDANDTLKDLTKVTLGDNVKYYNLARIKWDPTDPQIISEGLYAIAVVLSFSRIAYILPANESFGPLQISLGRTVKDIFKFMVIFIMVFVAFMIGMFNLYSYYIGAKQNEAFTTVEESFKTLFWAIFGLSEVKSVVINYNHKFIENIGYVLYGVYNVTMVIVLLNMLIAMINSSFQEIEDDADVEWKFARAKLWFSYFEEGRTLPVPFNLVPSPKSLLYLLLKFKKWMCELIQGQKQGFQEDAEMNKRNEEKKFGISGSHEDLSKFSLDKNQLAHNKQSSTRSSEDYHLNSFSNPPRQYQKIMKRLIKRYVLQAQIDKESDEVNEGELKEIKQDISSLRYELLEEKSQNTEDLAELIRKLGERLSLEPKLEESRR
MrgX1 antagonist – antagonists of human MrgX1 receptor, primary screen, HEK293 cells, Fluo-4 calcium flux | Mas-related G-protein coupled receptor member X1 (Homo sapiens), Q96LB2 | BAM8-22 antagonism; hits give low values | B-score at 10 µM | 310,000 tested, 1.3% active;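 active = calcium-response B-score plate-corrected more than 3 library SD below zero, starting fluorescence within 5 deviations, no agonist response on first addition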;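 also: peak minus trough fluorescence over baseline after final BAM8-22 challenge near maximal dose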
MrgX1 ag – agonists of human MrgX1 receptor, primary screen, HEK293 cells, Fluo-4 calcium flux | Fluo-4 calcium fluorescence, agonist mode; hits give high values | Mas-related G-protein coupled receptor member X1 (Homo sapiens), Q96LB2 | B-score at 10 µM | 310,000 tested, 0.44% active;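 active = calcium response B-score plate-corrected fluorescence ratio at least 3 library SD, with starting fluorescence B-score inside 5 SD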
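System – MrgX1-expressing HEK293 cells · Incubation – cells plated overnight, dye loaded 0.5 h 37 °C, 0.5 h room temperature · Technique – kinetic Fluo-4 NW fluorescence of intracellular calcium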
HDAC3 inhib – HDAC3 deacetylase inhibitors, primary screen, biochemical, fluorescence, cell-free homogeneous; Histone deacetylase 3 (Homo sapiens), O15379; recombinant HDAC3, fluorogenic peptide/trypsin coupled; inhibition, % at 8.3 µM; 320,000 tested, 0.15% active; AID 2718, 2010; in the data active = inhibition above about 26%, passing the limit was not always enough; inconclusive = no clear call, values can overlap the other calls
RGS4 inh – RGS4 inhibitors, primary screen, cell-based, HEK293 M3R inducible RGS4, calcium flux | Regulator of G-protein signaling 4 (Homo sapiens), P49798 | Fluo-4 calcium flux; hits give high values; triggered by carbachol at its EC20 | B-score at 10 µM | 310,000 tested, 0.45% active | AID 463165, 2010;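 active = B-score, a plate-corrected calcium signal, over three deviations above library mean, with baseline fluorescence within five deviations of library mean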;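 also: RGS4 expression induced by doxycycline in cells with stable M3 receptor; B-score is computed from the integrated fluorescence ratio over baseline after carbachol; higher B-score means a larger calcium signal and so more RGS4 inhibition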
TMEM16A act – TMEM16A chloride channel activators or potentiators, primary screen, cell-based, HTS. Anoctamin-1 (Mus musculus), Q8BHY3. B-score at 10 µM. AID 623877, 2012. 340,000 tested, 0.3% active. HEK293 TMEM16A/YFP-H148Q/I152L, iodide quench fluorescence; hits give low values;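 active = fluorescence-ratio B-score plate-corrected deviation score at least 3 library SD below zero, with starting fluorescence score within 5 deviations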;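 also: channel opened by trigger with iodide after compound preincubation; score built on the fluorescence ratio of max minus min over baseline; more negative score means more quench and so TMEM16A activation or potentiation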
TRPC6 act – mouse TRPC6 channel activators, primary screen, cell-based, HEK293, membrane potential dye. HEK293-TRPC6 membrane potential dye fluorescence; hits give high values. Short transient receptor potential channel 6 (Mus musculus), Q61143. AID 2550, 2010. 310,000 tested, 0.13% active. B-score at 10 µM;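 active = B-score of the integrated fluorescence ratio above library mean plus 3 SD, and starting fluorescence ratio within library mean plus 5 SD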;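 also: higher score means more depolarization so channel activation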
RGS4 act – RGS4 potentiators or activators, primary screen, cell-based, HEK293 M3R inducible RGS4, calcium flux; carbachol calcium flux Fluo4; hits give low values; B-score at 10 µM; 310,000 tested, 0.92% active; AID 463111, 2010;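 active = B-score of the integrated calcium signal more than 4 SD below the library mean, with starting fluorescence not abnormally high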;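 also: negative B-score means reduced calcium response which marks RGS4 activation or potentiation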
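Material: M3R-expressing HEK293 line, RGS4 induced by doxycycline | Schedule: Overnight RGS4 induction, 30 min dye load 37 °C, 20 min compound RT | Measured by: Fluo4 fluorescence kinetic imaging of calcium | Read-out: Integrated calcium ratio converted to B score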
MrgX1 allo act – positive allosteric modulators of MrgX1, primary screen, HEK293 cells, Fluo-4 calcium flux; FDSS; hits give high values; Mas-related G-protein coupled receptor member X1 (Homo sapiens), Q96LB2; 310,000 tested, 0.63% active; B-score at 10 µM;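 active = plate-corrected calcium response at least 3 library SD above typical, normal starting fluorescence, not activating the receptor alone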;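 also: compound read alongside a low EC10 to EC30 dose of BAM8-22 agonist; peak minus trough fluorescence over baseline measured at the second addition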
SKKanGAS inh – S. pyogenes SKKanGAS growth inhibitors in kanamycin, primary screen, streptokinase expression inhibitor project, SKKanGAS strain, BacTiter-Glo luminescence | 6 h | inhibition, % at 7.5 µM | 300,000 tested, 1.3% active | AID 1662, 2009;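 active = mean replicate score, as percent of positive control median, at least 50; inconclusive = mean below 50 but one replicate at or above 50; inactive = mean and every replicate below 50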;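 also: strain carries kanamycin resistance gene driven by streptokinase promoter and grows in 40 µg/ml kanamycin; loss of luminescence reflects streptokinase promoter inhibition or plain growth inhibition; 0% = median of DMSO wells and 100% = positive control at its reference dose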
Starred values were filed as active, the others as inactive; i = inactive; ? = inconclusive; / = no result given. This is a subset. The share of hits here may be higher or lower than overall.

compound	RGS4 inh	RGS4 act	TMEM16A act	TMEM16A inh	TRPC6 act	MrgX1 antagonist	HDAC3 inhib	MrgX1 allo act	TRPC6 inhibitor	MrgX1 ag	SKKanGAS inh
CC[C@H](C)[C@@H]1O[C@@]2(C=CC1C)CC1C[C@@H](CC=C(C)C(O[C@H]3CC(OC)C(O[C@H]4CC(OC)C(O)C(C)O4)C(C)O3)C(C)C=CC=C3CO[C@@H]4C(O)C(C)=C[C@@H](C(=O)O1)[C@]34O)O2 (some centres undefined)	/	/	/	25*	/	i	?	i	/	i	/
O=S(=O)(c1ccc(Cl)cc1)N1CN2CCN(C2)C1	i	i	i	i	i	i	-4	i	i	i	-7
COc1ccc(OC(=O)N(C)C)c(CN(C)C)c1	/	/	i	i	/	i	1	i	/	i	-2
Cc1cccc(-n2c(O)c(C=NC34CN5CN(CN(C5)C3)C4)c(=O)[nH]c2=O)c1	i	i	i	i	i	i	10	i	i	i	-1
O=[N+]([O-])c1ccc(N2CCCCCC2)c2nonc12	i	i	i	i	i	i	0	i	i	i	3
COC(=O)C(O)(c1ccc(N(C)C(=O)OC(C)C)cc1)C(F)(F)F (centres undefined)	i	i	i	i	i	i	-1	i	i	i	-6
CC(=O)c1ccc2c(c1)C1C(Cl)C(Sc3ccccc3[N+](=O)[O-])CC1C(c1ccccc1[N+](=O)[O-])N2 (centres undefined)	i	-7.9*	i	i	i	i	-7	i	i	i	18
Cc1cc([N+](=O)[O-])c2ccccc2[n+]1[O-]	i	i	i	i	i	i	5	i	i	i	0
CCC(=O)OC1(Cc2ccc(CC)cc2)CC(C)N(C)CC1C (centres undefined)	i	i	i	i	i	i	-4	i	i	i	-10
COc1ccc(C(=O)C2CCCN(C3CSCCSC3)C2)cc1OC (centres undefined)	i	-7.5*	i	i	i	i	-2	i	-7.7*	i	-4
CCOP(=O)(OCC)C(O)c1ccc2c(c1)OCO2 (centres undefined)	i	i	i	i	i	i	4	i	i	i	-1
Cc1cc(O)c2c3c(c(=O)oc2c1)CCC(C)C3 (centres undefined)	i	i	i	i	i	i	-1	i	i	i	12
CC12CN3CCN(C1)CC(C)(C3)C2=NN	i	i	i	i	i	i	-3	i	i	i	2
COc1ccccc1OP(=O)(Nc1ccc(Br)cc1)Oc1ccccc1OC	i	i	i	i	i	i	5	i	i	i	2
CC(=O)OC1C2CCC1C(N1CCCCC1)CC2 (centres undefined)	i	i	i	i	i	i	-1	i	i	i	22
O=C(Nc1ccccc1)N1CCC2(CC1)OCCO2	i	i	i	i	i	i	0	i	i	i	-13
Cc1ccccc1C(=O)NC(Oc1ccccc1)C(Cl)(Cl)Cl (centres undefined)	i	i	i	i	i	i	-1	i	i	i	0
COc1ccc(-n2c(CNCCc3ccc(C)cc3)nc3ccccc3c2=O)cc1	i	i	i	i	i	i	14	i	i	i	5
c1ccc2sc(N3CCNCC3)nc2c1	i	i	i	i	i	i	0	i	i	i	-1
CC(C)(C)NS(=O)(=O)c1ccc(OCC(=O)N2CCN(Cc3ccccc3)CC2)cc1	i	i	i	i	i	i	-2	i	i	i	-7
CCOc1ccc(-c2c(C)n(-c3ccc(OCC)cc3)c3[n+]2CCCCC3)cc1	i	i	i	25*	13*	i	0	i	-9.4*	i	3
Cc1ccc(N=Nc2c(O)[nH]c(=O)[nH]c2=O)c([N+](=O)[O-])c1	i	i	i	i	i	i	-4	i	i	i	1
CCc1ccc(N2C(=O)CC(=O)NC2=O)cc1	i	i	i	i	i	i	11	i	i	i	2
CCOC(=O)C(O)(c1ccc(N(CC)S(=O)(=O)c2ccc(C)cc2)cc1)C(F)(F)F (centres undefined)	i	i	i	i	i	i	4	i	i	i	1
CC1=CC(=C2C(=O)NC(=O)NC2=O)C=C(C(F)(F)F)N1C(C)C	i	i	i	i	i	i	4	i	i	i	-2
Cc1c(NC(NC(=O)CF)C(Cl)(Cl)Cl)c(=O)n(-c2ccccc2)n1C (centres undefined)	i	i	i	i	i	i	1	i	i	i	-1
OCC[n+]1c2ccccc2nc2ccc(N3CCOCC3)cc21	i	i	i	i	i	i	-8	i	-10*	i	23
COc1ccc(-[n+]2c(-c3ccccc3)cc(-c3ccc(C)cc3)cc2-c2ccccc2)cc1	i	-7.5*	i	100*	i	-6.7*	6	14*	-9.1*	i	-1
CCCC(=O)OCC[N+](C)(C)C	i	i	i	i	i	i	6	i	i	i	-1
COc1ccc(N2C(=O)NC(=O)C(CCc3ccncc3)(CCc3ccncc3)C2=O)cc1	i	i	i	i	i	i	4	i	i	i	6
C=CCn1c(O)c(C(C)=NCCCN(C)C)c(=O)[nH]c1=O	i	i	i	i	i	i	-5	i	i	i	-1
COC(=O)CNC(=O)c1cn(CCC#N)nc1-c1ccc(F)cc1	i	i	i	i	i	i	-2	i	i	i	4
CC(C)c1ccc(-n2c(O)c(/C=N/NC(=O)c3ccccc3O)c(=O)[nH]c2=S)cc1	i	i	i	i	i	i	8	i	i	i	70*
N#CC(C#N)=C(C#N)c1ccc(Nc2ccccc2)cc1	i	i	i	i	i	i	-8	i	-8.5*	i	6
Cc1c(C=O)c2ccccc2n1Cc1cccc(F)c1	i	i	i	i	i	i	8	i	i	i	5
C/C=C1/CN2C3CC1C(CO)(C(=O)OC)C2Cc1c3n(C)c2ccccc12 (centres undefined)	i	i	i	i	i	i	3	i	i	i	4
Cc1nc2ccccc2c(=O)n1-c1ccc(Br)cn1	i	i	i	i	i	i	10	i	i	i	-3
O=C(Nc1ccc(Cl)cc1C(=O)c1ccccc1Cl)c1ccco1	i	i	i	i	i	i	4	i	i	i	-3
Cc1ccsc1C(=O)C1CCCN(Cc2cnn(C(C)C)c2)C1 (centres undefined)	i	i	i	i	i	i	-10	i	i	i	-3
CN1CCN2c3ccccc3CC3(C(=O)N(C)C(=O)N(C)C3=O)C2C1 (centres undefined)	i	i	i	i	i	i	11	i	i	i	-10
C[C@]12CC[C@H]3C(CCC4(O)CC(O)CC[C@]34C=O)C1=CC[C@H]2c1ccc(=O)oc1 (some centres undefined)	i	i	i	i	i	i	2	i	i	i	3
CCOc1ccccc1CNCCc1ccc2c(c1)OCO2	i	i	i	i	i	i	4	i	i	i	10
CN(C)c1ccc(C=C(C#N)C#N)cc1	i	i	i	i	i	i	9	i	i	i	0
COc1ccc(N=Cc2c(O)n(C)c(=O)n(C)c2=O)cc1	i	i	i	i	i	i	2	i	i	i	3
C/C(=N\N=C(N)N)c1ccccc1	i	i	i	i	i	i	-3	i	i	i	6
CS(=O)(=O)NCc1nnc2n1-c1ccc(Cl)cc1C(c1ccccc1)=NC2	i	i	i	i	i	i	0	i	i	i	6
c1ccc(CN2CCc3nc4ccccc4cc3C2)cc1	i	i	i	i	i	i	-5	i	i	i	3
CCCC(C)n1[nH]c(=O)c2c1NC(=O)CSC2c1ccc(OC)cc1 (centres undefined)	i	i	i	i	i	i	-8	i	i	i	-1
O=C(Cn1nc(-c2ccc(Cl)cc2)ccc1=O)N1CCC2(CC1)OCCO2	i	i	i	i	i	i	/	i	i	i	-3
CC(=NCC1CCCO1)c1c(O)n(-c2ccccc2)c(=O)[nH]c1=O (centres undefined)	i	i	i	i	i	i	-9	i	i	i	-10
CCN1CCN(C(c2cccs2)C(C)NC(=O)Oc2ccccc2)CC1 (centres undefined)	i	i	i	i	i	i	2	i	i	i	-3
CN1CCN(Cc2nnc3n2-c2ccc(Cl)cc2C(c2ccccc2)=NC3)CC1	i	i	i	i	i	i	1	i	i	i	6
Cc1cccc(-n2c(-c3ccco3)nc3ccccc3c2=O)c1C	i	i	i	i	i	i	4	i	i	i	3
CCCn1c(C)c(C(=O)c2cccc3ccccc23)c2ccccc21	/	/	i	i	/	i	-4	i	/	i	/
OC(c1ccccc1)(c1ccccc1)c1ccncc1	i	i	i	i	i	i	4	i	i	i	-1
Cc1ccc(C)c(OCC(=O)N2CCCN(C)CC2)c1	i	i	i	i	i	i	3	i	i	i	4

More compounds
compound	RGS4 inh	RGS4 act	TMEM16A act	TMEM16A inh	TRPC6 act	MrgX1 antagonist	HDAC3 inhib	MrgX1 allo act	TRPC6 inhibitor	MrgX1 ag	SKKanGAS inh
CC(O)(CS(=O)(=O)c1cccc(C(F)(F)F)c1)C(=O)Nc1ccc(C(F)(F)F)cc1 (centres undefined)	i	i	i	i	i	i	12	i	i	i	5
CC(=O)OC(C)(C)/C=C/C(=O)C(C)(O)C1[C@H](O)C[C@@]2(C)C3CC=C4C(CC[C@@H](O)C4(C)C)[C@]3(CO)C(=O)C[C@]12C (some centres undefined)	i	i	i	i	i	i	-3	i	i	i	-4
O=C(O)c1cc(Oc2ccc(C(F)(F)F)cc2Cl)ccc1[N+](=O)[O-]	i	i	i	i	i	i	-3	i	i	i	5
OC1/C(=C/c2ccc(F)cc2)N2CCC1CC2 (centres undefined)	i	i	i	i	i	i	-14	i	i	i	0
O=C1Nc2ccccc2C1Cc1nc2ccccc2c(=O)n1-c1ccccc1 (centres undefined)	i	i	i	i	i	i	-1	i	i	i	1
Cc1ccc(NC(=O)CSc2nnc([C@@H](N)Cc3c[nH]c4ccccc34)o2)c(C)c1	i	i	i	i	i	i	5	i	i	i	-2
O=C1Nc2ccccc2/C1=C/c1cnc[nH]1	i	i	i	i	i	-6.7*	2	i	i	i	-22

Source: PubChem BioAssay (several laboratories)
